Rin1-Abl PPI inh: blocks binding of human Rin1 to Abl; inhibition, % at 7.35 µM; hit rate 0.4% among 360,000; TR-FRET Rin1/Abl binding, biochemical; in the data active = inhibition above about 5%, passing the limit was not always enough
MT1-MMP act inh: MT1-MMP (human) activation inhibition; P50281; HT1080 RFP-PRO-GFP cells, GFP/RFP ratio fluorescence, overnight; percent of plate control window, DMSO zero; hit rate 0.061% among 360,000; GFP/RFP ratio change, % at 20 µM; AID 651647;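 active = GFP/RFP ratio change of at least 30% with cell ATP level not reduced by more than half and red fluorescence within 50% of control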; note: strong numbers were not always called active
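Assay system: HT1080 RFP-PRO-GFP cells. Benchmarks: DMSO vehicle wells and RFP-L50D-GFP reporter cell wells. Times: overnight cell settling, then overnight compound exposure, 37 °C, 5% CO2. Compound: 20 µM single dose, 1% DMSO. Read-out basis: GFP/RFP fluorescence ratio.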
Rpn11 block: Rpn11 (human) deubiquitinase inhibition | hit rate 0.59% among 360,000 | human 26S proteasome, Ub4-pepOG fluorescence polarization; 20S core pre-blocked with epoxomicin | O00487 | calls only at 20 µM | AID 588493;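 active = inhibition at 20 µM, scaled to each plate's controls, above about 33%, limit read from the data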
Neddylation inh: blocks human cullin neddylation; calls only at 25 µM; P61081+Q13564; TR-FRET cullin neddylation, biochemical; hit rate 0.58% among 360,000; in the data active = inhibition above about 36%
Target sequence (P61081 whole entry, looked up): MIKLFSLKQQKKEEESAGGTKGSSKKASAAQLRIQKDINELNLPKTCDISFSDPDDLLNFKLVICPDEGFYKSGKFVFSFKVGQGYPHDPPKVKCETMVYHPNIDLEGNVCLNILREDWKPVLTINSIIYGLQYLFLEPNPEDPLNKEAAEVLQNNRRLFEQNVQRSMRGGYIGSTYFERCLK
Target sequence (Q13564 whole entry, looked up): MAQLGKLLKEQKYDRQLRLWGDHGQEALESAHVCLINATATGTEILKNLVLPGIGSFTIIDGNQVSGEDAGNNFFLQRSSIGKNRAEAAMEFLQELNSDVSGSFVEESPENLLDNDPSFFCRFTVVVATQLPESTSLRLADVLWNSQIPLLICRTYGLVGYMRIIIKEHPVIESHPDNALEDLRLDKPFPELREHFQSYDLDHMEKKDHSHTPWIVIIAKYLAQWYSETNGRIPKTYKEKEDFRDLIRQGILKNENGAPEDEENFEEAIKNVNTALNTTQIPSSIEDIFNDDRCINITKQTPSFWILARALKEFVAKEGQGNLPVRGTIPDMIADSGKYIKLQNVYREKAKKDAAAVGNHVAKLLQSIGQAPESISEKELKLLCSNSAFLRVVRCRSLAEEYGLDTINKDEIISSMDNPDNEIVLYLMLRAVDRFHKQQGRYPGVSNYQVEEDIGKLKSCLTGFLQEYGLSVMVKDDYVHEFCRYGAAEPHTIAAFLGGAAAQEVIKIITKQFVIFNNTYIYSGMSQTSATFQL
CSN inh: inhibitors of human CSN-mediated cullin deneddylation; Q92905; Purified CSN, SCF-Nedd8-OG deneddylation, fluorescence polarization; inhibition, % at 12.5 µM; hit rate 0.38% among 360,000; AID 651999;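 active = pattern-corrected inhibition above about 35%, with an unprinted fluorescence ratio check between 0.5 and 1.5, limit read from the data, passing the limit was not always enough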;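 note: 0% = enzyme with substrate and 100% = substrate without enzyme; some results filed as inactive read as strong as hits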
Target sequence (Q92905 whole entry, looked up, one chain of several): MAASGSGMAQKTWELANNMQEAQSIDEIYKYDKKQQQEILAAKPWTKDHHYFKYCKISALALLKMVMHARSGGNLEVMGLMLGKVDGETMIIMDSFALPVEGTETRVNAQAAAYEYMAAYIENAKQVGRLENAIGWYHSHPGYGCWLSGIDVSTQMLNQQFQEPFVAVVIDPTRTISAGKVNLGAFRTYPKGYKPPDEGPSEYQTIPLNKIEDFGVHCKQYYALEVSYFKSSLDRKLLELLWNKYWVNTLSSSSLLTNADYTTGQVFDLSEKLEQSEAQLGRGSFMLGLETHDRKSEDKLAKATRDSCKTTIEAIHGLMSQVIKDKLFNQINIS
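Detection – fluorescence polarization · System – HEK293T-derived human Csn5 enzyme · Controls – substrate-only high control, full reaction low control · Timing – 90 min, room temperature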
MLLE-PAM2 inh: inhibitors of microRNA-mediated deadenylation, human PABP1 MLLE binding. P11940. AID 588489. GST-MLLE / FITC-PAM2 fluorescence polarization. inhibition, % at 20 µM. hit rate 0.36% among 360,000; in the data active = inhibition above about 35%, passing the limit was not always enough;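 note: plate controls were DMSO wells with GST-MLLE for no effect and wells lacking GST-MLLE protein for full effect; some results filed as inactive read as strong as hits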
NadD block: NadD (S. aureus) enzyme inhibition; purified NadD enzyme, colorimetric absorbance read-out; inhibition, % at 20 µM; hit rate 0.78% among 360,000; AID 602399; in the data active = inhibition above about 26%; note: some compounds past the cut are filed as inactive
SKN-1 inh: C. elegans SKN-1 inhibition; C. elegans VP596 Pgst-4::GFP/RFP ratio, acrylamide-induced, 24 h; inhibition, % at 21.8 µM; hit rate 0.49% among 360,000;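 active = interference check ratio from 0.5 to 1.5 plus GFP to RFP signal ratio inhibition reaching or exceeding a fixed threshold, cut at about 30% in these data, passing the limit was not always enough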; note: some compounds called inactive have numbers as strong as hits
FAS-TE inh: inhibitors of human fatty acid synthase thioesterase domain; P49327; recombinant FAS-TE, OMFH fluorogenic substrate, fluorescence endpoint; hit rate 0.67% among 360,000; inhibition, % at 15 µM;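 active = compounds whose normalised, plate-corrected inhibition of enzyme fluorescence in the single-dose primary screen is 50% or more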;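 note: 0% = DMSO with enzyme and 100% = substrate without enzyme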
Starred values were filed as active, the others as inactive; i = inactive; / = not tested or not shown; + = active, no number.

SMILES	Rin1-Abl PPI inh	MT1-MMP act inh	Rpn11 block	Neddylation inh	CSN inh	MLLE-PAM2 inh	NadD block	SKN-1 inh	FAS-TE inh
Nn1c(SCC(=O)Nc2ccc3c(c2)CCC3)nnc1C1CC1	4.2	6.1	i	i	1.8	0.7	1.7	22.2	-6.0
COc1ccccc1CC(=O)Nc1ccc([N+](=O)[O-])cc1O	-1.3	-0.8	i	i	-4.4	17.4	2.9	-1.1	-5.2
CCc1cc(C(=O)N(CC)CC(=O)Nc2c(F)cccc2F)sc1C	3.4	1.5	i	i	-2.2	6.1	4.6	10.3	-2.6
COc1cc(NC(=S)N2CCN(S(C)(=O)=O)CC2)cc(OC)c1	-0.5	-0.4	i	i	0.1	-32.8	-1.9	-15.9	-2.4
CC(C)c1ccc(N(CC(=O)NC2CCCC2)C(=O)CCC(=O)Nc2nccs2)cc1	1.4	-1.1	i	i	2.7	-9.0	-1.1	6.0	6.6
COc1ccc(NC(=S)NCCCN2CCCC2)cc1	3.0	/	i	i	-2.7	-4.9	-6.6	-2.9	-2.1
CC(=O)NCCNC(=O)C1Cc2c(-c3ccccc3Oc3ccccc3)ccnc2O1 (stereo unspecified)	-3.6	1.1	i	i	1.4	-6.1	-3.4	8.0	-5.7
CN(C)S(=O)(=O)c1cccc(NC(=O)CCCC2CCCCC2)c1	4.7	0.5	i	i	-2.2	-1.2	-0.4	8.7	23.1
COc1ccc(CCNC(=O)c2cc(=O)c3cc(C)ccc3o2)cc1OC	2.9	2.7	i	i	-0.2	-3.6	-1.6	19.3	-0.5
Cc1noc(C(=O)Nc2ccc(F)cc2F)c1Cl	-0.3	0.7	i	i	-1.2	-4.2	-2.5	15.9	-6.4
Cc1ccccc1Oc1ccc2c(c1)[C@@H]1C[C@H](N(C)C(=O)c3ccc(C#N)cc3)[C@H]([C@H](C)O)C(=O)N1CC2	0.3	-1.5	i	i	2.3	-16.0	-9.5	-4.7	5.0
CC(=O)c1cnc(SCCN2C(=O)c3ccccc3C2=O)nc1C	3.9	-2.4	i	i	-1.9	4.5	-3.8	-1.2	47.3
CS(=O)c1nc(-c2ccc(Br)cc2)cc(-c2ccccc2)c1C#N (stereo unspecified)	-10.7	-9.9	i	i	4.0	-16.3	-5.4	1.3	15.1
COc1ccccc1S(=O)(=O)N(C)C[C@H]1OCc2cnnn2CCCC(=O)N([C@@H](C)CO)C[C@@H]1C	-3.8	2.8	i	i	0.5	11.5	-1.0	1.2	-12.7
Cc1nc2nc(SCC(=O)NCCCN3CCOCC3)nn2c(C)c1Cc1ccccc1	4.0	-2.2	i	i	-0.2	1.7	-10.6	0.7	-3.3
COc1cc2c(cc1OC)[C@@H]1Cc3cc4c(cc3[C@H](C2)N1C)OCO4	5.6	-1.6	i	i	-8.4	-7.7	-4.4	-1.6	-11.4
Fc1ccc(N2CCN(C3CCC(c4ccccc4)CC3)CC2)cc1 (stereo unspecified)	1.0	1.1	i	i	0.3	-3.8	-3.5	-11.8	11.4
Cc1cc(CNC(=O)Cc2c(F)cccc2Cl)nn1C	-3.4	3.8	i	i	-4.0	-10.5	-3.3	7.0	-7.2
COc1cccc(CNC(=O)C2CCC(=O)N(CC3CCCCC3)C2)c1OC (stereo unspecified)	-5.1	1.7	i	i	4.4	4.5	-2.1	6.4	0.2
O=C(Nc1cccc(F)c1)c1cccnc1N1CCOCC1	-2.1	3.1	i	i	-6.4	7.6	-0.2	9.3	-6.5
O=C1C=C(N(CCO)Cc2ccccc2)c2ccccc2C1=O	-0.6	4.2	i	i	17.0	6.9	9.0	-2.7	6.3
COc1ccc(C(=O)Nc2cccc(S(=O)(=O)NC3=NCCC3)c2)cc1OC	-0.3	1.9	i	i	-3.8	-12.6	-0.1	10.9	-12.2
COc1ccc(C(=O)/C=C/C(=O)N(Cc2ccccc2OC)C(C(=O)NC2CCCCC2)c2ccncc2)c(O)c1 (stereo unspecified)	0.4	-7.2	i	i	-2.1	17.2	5.6	12.0	17.4
Cc1nc2ccc(C(=O)Nc3ccc(N(C)C)cc3)cc2s1	0.0	2.5	i	i	-2.2	-8.9	-1.9	7.8	0.1
O=C(CNC(=O)c1ccco1)OCC(=O)c1ccc2ccccc2c1	2.5	0.4	i	i	-6.8	5.1	-4.4	10.9	-5.5
CCN1C(=O)S/C(=C/c2c(OCc3ccc(C(=O)O)cc3)ccc3ccccc23)C1=O	-0.4	6.0	i	i	1.2	1.5	8.8	12.0	9.0
Nc1ccc(C2CCCc3nonc32)c2nonc12 (stereo unspecified)	1.9	-6.6	i	i	1.7	-9.2	-3.7	-4.1	-4.8
CC(=O)c1cc(-c2ccccc2)n(CC(=O)NC2CCCCC2)c1C	3.5	1.8	i	i	3.7	-4.5	-4.4	2.7	-9.8
COc1ccc(-c2[nH]ncc2CN2CCN(C(=O)c3ccco3)CC2)cc1F	-0.2	4.9	i	i	-10.6	-1.1	-4.2	-2.6	-2.8
CCOC(=O)c1sc(NC(=O)CSc2n[nH]c(CC)n2)nc1C	2.7	-0.6	i	i	2.7	-13.8	1.2	-0.7	-5.9
Nc1nonc1OCCc1ccccc1	-3.9	4.6	i	i	-2.3	6.5	-2.9	0.1	0.5
C=CCn1c(SCc2nc3cc(C(=O)OC)ccc3c(=O)[nH]2)nc2sc(CC)cc2c1=O	0.2	1.6	i	i	4.3	3.2	12.8	-0.6	-11.1
CC(O)[C@H]1CC[C@H]2[C@@H]3CC[C@H]4C[C@@H](O)CC[C@]4(C)[C@H]3C(=O)C[C@]12C (stereo partly specified)	1.6	1.9	i	i	-3.5	2.9	-1.1	8.1	-14.7
COc1nc(N(C)C)nc(N(C)c2cc(Cl)cc(Cl)c2)n1	-3.5	3.8	i	i	5.9	2.7	-0.3	-2.4	13.8
COc1ccc(-n2nnnc2SCC(=O)Nc2nnc(C)s2)cc1	-1.3	6.4	i	i	-1.5	24.4	-0.9	3.0	7.6
O=C1CCC/C=C/C[C@H](CC(=O)N(CCO)Cc2ccccc2)C(=O)N[C@@H](Cc2ccccc2)CO1	3.3	4.6	i	i	-0.9	3.4	-3.0	-13.5	-6.9
CC1CCN(C(=O)CSc2nnc(CNc3ccc(F)cc3)n2Cc2ccco2)CC1	1.5	6.7	i	i	3.3	-106.1	6.0	15.4	-7.2
CC(C)CNC(=O)c1ccc(Cl)c(Cl)c1	0.3	0.0	i	i	1.4	-0.8	-4.3	30.3	2.2
Cc1nn(CC(=O)NCc2cccc3ccccc23)c(=O)c2ccccc12	-1.0	0.3	i	i	5.6	6.3	-7.6	9.8	-10.1
Cc1cccc(C)c1Nc1nnc(SCc2nc3ccccc3s2)s1	3.5	-1.7	i	i	1.4	-47.0	5.5	5.2	6.2

Shown field by field: entries from further up.
Molecule: COc1nc(N(C)C)nc(N(C)c2cc(Cl)cc(Cl)c2)n1
  Rin1-Abl PPI inh: -3.5; MT1-MMP act inh: 3.8; Rpn11 block: i; Neddylation inh: i; CSN inh: 5.9; MLLE-PAM2 inh: 2.7; NadD block: -0.3; SKN-1 inh: -2.4; FAS-TE inh: 13.8
Molecule: CC(=O)c1cc(-c2ccccc2)n(CC(=O)NC2CCCCC2)c1C
  Rin1-Abl PPI inh: 3.5; MT1-MMP act inh: 1.8; Rpn11 block: i; Neddylation inh: i; CSN inh: 3.7; MLLE-PAM2 inh: -4.5; NadD block: -4.4; SKN-1 inh: 2.7; FAS-TE inh: -9.8
Molecule: C=CCn1c(SCc2nc3cc(C(=O)OC)ccc3c(=O)[nH]2)nc2sc(CC)cc2c1=O
  Rin1-Abl PPI inh: 0.2; MT1-MMP act inh: 1.6; Rpn11 block: i; Neddylation inh: i; CSN inh: 4.3; MLLE-PAM2 inh: 3.2; NadD block: 12.8; SKN-1 inh: -0.6; FAS-TE inh: -11.1

The listing continues:
SMILES	Rin1-Abl PPI inh	MT1-MMP act inh	Rpn11 block	Neddylation inh	CSN inh	MLLE-PAM2 inh	NadD block	SKN-1 inh	FAS-TE inh
Cc1cc(C)cc(NC(=S)NC2CC3CCCC(C2)N3C2CCCC2)c1 (stereo unspecified)	1.8	1.0	i	i	-3.6	10.2	-2.1	-2.1	-8.3
COc1ccc2oc(C(=O)NCCc3ccccc3)c(C)c2c1	3.7	2.1	i	i	5.8	-14.3	-4.6	-4.6	10.1
COc1ccc(OCC(=O)Nc2cc(-c3nn4c(C)nnc4s3)ccc2C)cc1	-0.4	6.7	+	i	11.0	-71.0	-0.1	10.0	-1.2
CSC(=NS(=O)(=O)c1ccc(C)cc1)SC	-2.2	0.8	i	i	-3.7	-4.6	-5.1	27.7	-3.9
Cn1c(=O)c(Sc2ccc(Cl)cc2)c(O)c2ccccc21	-10.6	2.3	i	i	0.9	-0.1	2.2	10.7	-6.7
CCOC(=O)c1sc2nc[nH]c(=O)c2c1C	-3.7	4.9	i	i	-0.6	-4.5	-5.0	-7.8	-9.4
c1ccc(-c2nc(N3CCCCCC3)c3ccccc3n2)nc1	-5.1	-2.1	i	i	-2.1	-3.5	12.7	9.7	-5.0
CCc1nc2ccc(C(=O)N3CCNC(=O)C3)cn2c1N(C)CCC(C)C	-1.6	0.4	i	i	-5.7	-2.2	1.9	8.5	-1.2
CCC(CC)NC(=O)CC(c1ccccc1)c1ccccc1	1.5	5.8	i	i	-0.6	-0.5	-2.6	9.7	-0.6
CC1CCCCC12NC(=O)N(CC(=O)NCCc1ccccc1)C2=O (stereo unspecified)	1.5	2.3	i	i	0.0	-17.1	-3.2	9.8	-3.7
CC1=C(C(=O)N2CCOCC2)C(c2cc(C)cs2)NC(=O)N1 (stereo unspecified)	2.2	1.4	i	i	-1.1	28.1	1.8	44.9	-8.8
COC(=O)c1cc(S(=O)(=O)NCCN2CCOCC2)cn1C	2.1	2.7	i	i	-0.2	-8.6	4.6	13.0	-5.7
CCCCC(=O)Nc1nc2c(s1)COc1ccccc1-2	1.2	-2.8	i	i	0.9	-8.8	-9.8	8.8	11.0
COc1ccc(CCNC(=O)COC(=O)Cc2ccccc2F)cc1	-2.2	/	i	i	1.3	1.3	2.8	10.9	-1.7
COC(=O)NNC(=O)C(C)Oc1ccc(Cl)cc1Cl (stereo unspecified)	-2.1	-4.6	i	i	-2.5	2.9	3.2	8.1	-4.8
O=c1c2ccccc2nnn1-c1ccc(Br)cc1	-1.5	0.3	i	i	-0.2	-1.7	0.4	18.9	-2.8
COc1ccc(CN2CCN(C(=O)c3ccccc3C(=O)c3ccccc3)CC2)cc1OC	1.9	-2.1	i	i	-2.6	7.5	1.2	-0.3	-9.8
CCOC(=O)CSC1=C(C#N)C(c2ccccc2Cl)C(C(=O)OC)C(=O)N1 (stereo unspecified)	-5.3	1.4	i	i	-0.1	-28.3	6.2	-9.4	-4.9
CCOC(=O)/C(N=Nc1ccc2c(c1)OCO2)=C(\C)O	-3.1	1.9	i	i	6.1	5.1	-8.5	10.3	-2.9
CCNC(=O)C1(C)CCCN(C(=O)c2cc(OC)ccc2Br)C1 (stereo unspecified)	-0.2	-3.8	i	i	0.7	-2.8	2.0	15.1	-4.8
COc1cccc(CNc2nc3cc(-c4cccc(C(F)(F)F)c4)sc3c(=O)n2C)c1	2.2	3.8	i	i	0.3	2.2	3.5	16.8	15.9
CC(=O)N(OCc1ccc(OC(C)C)c(Cl)c1)C(C)=O	-0.5	1.9	i	i	0.1	-8.1	-1.3	-4.1	-4.2
CC(C)(C)OC(=O)C[C@@H]1C/C=C\C[C@@H](CC(=O)N(CCO)Cc2ccccc2)C(=O)N[C@H](Cc2ccccc2)COC1=O	0.8	-2.2	i	i	-0.4	11.9	-1.1	-9.1	-6.0
